Bioassay records from PubChem.
MITF inh: MITF inhibitors, primary screen, biochemical, AlphaScreen, human; hit rate 0.91% among 650,000; Microphthalmia-associated transcription factor (Homo sapiens), O75030; inhibition, % at 2.6 µM; AlphaScreen MITF homodimerization, bead proximity signal; in the data active = inhibition above about 50%;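 also: 0% = vehicle wells with protein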
GPR151 activ: activators of human GPR151, primary screen, cell-based, PathHunter beta-arrestin, luminescence | G-protein coupled receptor 151 (Homo sapiens), Q8TDV0 | PathHunter beta-arrestin GPR151 cells | activation, % at 11.2 µM | hit rate 1% among 650,000 | AID 1508602, 2020; in the data active = activation above about 4.9%;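 also: 0% = median of compound wells and 100% = cells with positive control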
Target sequence (Q8TDV0 whole entry, looked up): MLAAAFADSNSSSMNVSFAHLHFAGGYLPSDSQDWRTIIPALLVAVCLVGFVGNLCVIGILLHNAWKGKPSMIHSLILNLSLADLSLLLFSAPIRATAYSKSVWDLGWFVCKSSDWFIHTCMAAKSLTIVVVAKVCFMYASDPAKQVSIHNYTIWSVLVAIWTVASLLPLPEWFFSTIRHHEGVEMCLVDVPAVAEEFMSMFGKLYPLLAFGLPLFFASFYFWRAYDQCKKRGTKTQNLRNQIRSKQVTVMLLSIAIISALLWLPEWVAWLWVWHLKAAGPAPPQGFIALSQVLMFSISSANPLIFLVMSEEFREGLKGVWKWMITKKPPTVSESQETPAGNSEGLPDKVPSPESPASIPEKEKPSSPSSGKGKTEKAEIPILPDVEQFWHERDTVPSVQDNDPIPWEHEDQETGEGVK
TEAD-YAP inh: TEAD-YAP interaction inhibition, primary screen, TEAD-YAP interaction inhibitor project, luminescence, HEK-TIYL cells | TEAD-Gal4/YAP UAS-luciferase luminescence | inhibition, % at 9.12 µM | hit rate 1.4% among 640,000 | AID 1259422, 2018; in the data active = inhibition above about 32%;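 also: 0% = median of test compound wells and 100% = reference inhibitor wells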
FBW7 act: FBW7 E3 ligase activators, primary screen, biochemical, AlphaScreen, human; normalized activity (activation), % at 26.1 µM; hit rate 0.13% among 650,000; AlphaScreen FBW7–phospho-cyclin E peptide binding, activator screen; in the data active = normalized activity above about 1.9%;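 also: purified mutant Fbw7 with reduced substrate affinity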
Target sequence (Q969H0 whole entry, looked up): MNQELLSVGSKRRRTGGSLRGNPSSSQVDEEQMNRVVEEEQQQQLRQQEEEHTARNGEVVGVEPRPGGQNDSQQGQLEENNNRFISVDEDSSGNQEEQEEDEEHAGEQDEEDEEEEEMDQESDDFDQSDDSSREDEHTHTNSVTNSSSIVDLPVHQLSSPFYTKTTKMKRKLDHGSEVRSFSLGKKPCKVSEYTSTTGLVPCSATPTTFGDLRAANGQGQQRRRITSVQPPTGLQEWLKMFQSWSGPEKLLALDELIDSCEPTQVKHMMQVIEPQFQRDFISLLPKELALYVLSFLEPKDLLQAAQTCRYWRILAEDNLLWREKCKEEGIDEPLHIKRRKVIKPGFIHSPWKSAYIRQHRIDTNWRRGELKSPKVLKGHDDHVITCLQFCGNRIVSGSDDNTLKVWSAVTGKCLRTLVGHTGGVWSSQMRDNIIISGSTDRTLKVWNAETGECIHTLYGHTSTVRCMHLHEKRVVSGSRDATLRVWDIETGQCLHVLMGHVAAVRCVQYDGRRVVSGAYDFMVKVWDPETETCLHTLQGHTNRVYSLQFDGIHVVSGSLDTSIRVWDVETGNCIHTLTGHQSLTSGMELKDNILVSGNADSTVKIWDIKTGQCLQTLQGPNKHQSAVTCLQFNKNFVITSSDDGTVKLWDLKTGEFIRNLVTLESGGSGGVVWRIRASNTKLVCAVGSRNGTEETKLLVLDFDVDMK
* marks the source's active call; other numbers are inactive results.

Start of the data: the first 14 entries, to show the layout:
SMILES	MITF inh	GPR151 activ	TEAD-YAP inh	FBW7 act
CN1C(=O)Cc2cc(NS(=O)(=O)Cc3cccc(Cl)c3)ccc21	3	-0.1	12	0.1
CN(C)c1ccc(NC(=O)CN2CCN(c3ccccn3)CC2)cc1	23	-1.1	0	-0.1
COC(=O)CSc1sc(=O)sc1SCC#N	3	0.4	6	-0.4
NC(=O)C1CCCN1C(=O)CCC(=O)O (centres undefined)	-11	-0.2	5	0.0
CC(=O)Nc1ccc2oc(-c3ccc(Br)c(C)c3)nc2c1	-2	-2.9	-72	-0.1
O=C1NC2=C(C(=O)N(CCCc3ccccc3)C2)C(c2cccs2)N1 (centres undefined)	5	-0.2	4	0.0
CCOC(=O)COn1c(=O)c[n+]([O-])c2ccccc21	0	0.0	-7	-0.1
Cc1ccccc1N=Nc1c(O)[nH]c(=S)[nH]c1=O	15	-1.2	-2	0.1
COc1ccccc1CN1CCc2nnc(C(NS(C)(=O)=O)C(C)C)n2CC1 (centres undefined)	5	0.8	-15	-0.1
Cc1cccc(C)c1NC(=O)c1ccc(N2CCOCC2)c([N+](=O)[O-])c1	-5	0.8	11	0.0
CC(C)CCN1CCN(Cc2ccc(Sc3nncn3C)o2)CC1CCO (centres undefined)	-8	1.9	-11	0.1
COc1ccc(-n2nc3c(c2NC(=O)c2ccc(Cl)cc2)CS(=O)(=O)C3)cc1	-17	-2.0	-1	-0.1
COc1ccc(-c2cc(N)n(S(=O)(=O)c3ccc(OC)cc3)n2)cc1	16	0.7	0	1.0
Cc1ccc(N2C(=O)/C(=C/c3ccc(N(C)C)cc3)N=C2c2ccccc2F)c(C)c1	-10	2.1	68*	0.1

Main list, from the start:
SMILES	MITF inh	GPR151 activ	TEAD-YAP inh	FBW7 act
CN1C(=O)Cc2cc(NS(=O)(=O)Cc3cccc(Cl)c3)ccc21	3	-0.1	12	0.1
CN(C)c1ccc(NC(=O)CN2CCN(c3ccccn3)CC2)cc1	23	-1.1	0	-0.1
COC(=O)CSc1sc(=O)sc1SCC#N	3	0.4	6	-0.4
NC(=O)C1CCCN1C(=O)CCC(=O)O (centres undefined)	-11	-0.2	5	0.0
CC(=O)Nc1ccc2oc(-c3ccc(Br)c(C)c3)nc2c1	-2	-2.9	-72	-0.1
O=C1NC2=C(C(=O)N(CCCc3ccccc3)C2)C(c2cccs2)N1 (centres undefined)	5	-0.2	4	0.0
CCOC(=O)COn1c(=O)c[n+]([O-])c2ccccc21	0	0.0	-7	-0.1
Cc1ccccc1N=Nc1c(O)[nH]c(=S)[nH]c1=O	15	-1.2	-2	0.1
COc1ccccc1CN1CCc2nnc(C(NS(C)(=O)=O)C(C)C)n2CC1 (centres undefined)	5	0.8	-15	-0.1
Cc1cccc(C)c1NC(=O)c1ccc(N2CCOCC2)c([N+](=O)[O-])c1	-5	0.8	11	0.0
CC(C)CCN1CCN(Cc2ccc(Sc3nncn3C)o2)CC1CCO (centres undefined)	-8	1.9	-11	0.1
COc1ccc(-n2nc3c(c2NC(=O)c2ccc(Cl)cc2)CS(=O)(=O)C3)cc1	-17	-2.0	-1	-0.1
COc1ccc(-c2cc(N)n(S(=O)(=O)c3ccc(OC)cc3)n2)cc1	16	0.7	0	1.0
Cc1ccc(N2C(=O)/C(=C/c3ccc(N(C)C)cc3)N=C2c2ccccc2F)c(C)c1	-10	2.1	68*	0.1
OCCC#Cc1ccc(CN2CCN(C3CCCCC3)C(CCO)C2)cc1 (centres undefined)	1	-1.0	2	-0.2
C=CCNCCC1CCC(=O)N1Cc1ccc(C)o1 (centres undefined)	14	2.6	-1	0.8
Cc1cc(NCCN2CCOCC2)nc(-c2csc3ccccc23)n1	6	-0.6	-13	-0.1
O=c1c2ccccc2ncn1-c1ccc(Cl)c(C(F)(F)F)c1	-3	0.6	13	0.3
CN(C)c1ccc(-c2cnn3c(NCc4ccc(F)cc4)ccnc23)cc1	21	-0.2	-6	-0.7
COc1c(Cl)cnn(-c2cccc(C)c2)c1=O	5	0.2	6	0.2
COC(=O)C1=C(C)N(c2cccc(Br)c2)C(=O)C1	-10	0.6	10	0.0
Cc1csc(NC(=O)Cc2nn(C)c(=O)c3ccccc23)n1	5	1.3	31	0.0
COc1ccc(/C=N/NC(=O)c2cccs2)cc1	-8	-4.7	-45	0.0
O=C(COc1ccc(F)cc1)NCCCn1ccnc1	4	-0.1	5	-0.5
O=C1C=C(Nc2ccccc2)C(=O)N1c1ccccc1Cl	-6	0.6	3	0.0
CC1Oc2ccccc2N(CC(=O)NC(C)(C)C)C1=O (centres undefined)	4	-0.4	4	0.3
CCn1c2ccccc2n2c(=O)n(Cc3cscn3)nc12	5	-0.1	-8	0.5
O=C(N/N=C/c1ccccc1[N+](=O)[O-])c1cccnc1	-3	-1.1	-24	0.0
COc1ccc(/C=N\NC(=O)CNc2ccc(C)cc2)cc1O	1	-0.9	-8	0.6
CC(C)CCNC(=O)c1cc2c(=O)n(C)c(=O)n(C)c2n1Cc1ccccc1	3	-0.3	-1	0.1
CN(Cc1ccco1)C(=O)CCNS(=O)(=O)c1cc(Br)cnc1N	10	-0.5	-1	-0.1
Cc1ccc(-c2csc(Nc3ccccc3)n2)c(C)c1	3	0.5	-65	-0.1
CC1CCCCN1C(=O)C(=O)Nc1ccc2nc3n(c(=O)c2c1)CCCCC3 (centres undefined)	6	-1.2	12	0.2
CCOC(=O)c1ccc(NC(=O)C(Br)C(C)C)cc1 (centres undefined)	0	0.5	-44	0.0
Cc1cc(C)c(C)c(OCCCn2ccnc2)c1	44	-0.1	6	0.0
CC1CCCc2sc3nc(SCC(=O)c4ccccc4)n(-c4ccccc4)c(=O)c3c21 (centres undefined)	9	0.6	6	0.1
COc1ccc2cc(C3CC(c4ccc(Br)cc4)=NN3S(C)(=O)=O)c(Cl)nc2c1 (centres undefined)	-15	-0.7	-5	0.0
N#CC1=C(N)OC(c2ccccc2)=C(n2cncn2)C1c1ccc(Cl)cc1Cl (centres undefined)	1	-0.2	-9	-0.1
Nc1nccc(-c2ccc3nc(C4COc5ccc(C(=O)NCc6cccs6)cc5C4)[nH]c3c2)n1 (centres undefined)	-2	0.4	-1	0.0
Cc1ccc(C(=O)Nc2ccc(O)c(-c3nc4ccccc4s3)c2)cc1[N+](=O)[O-]	12	0.2	9	-0.2
CCOC(=O)c1sc(NC(=O)CSc2nnc(CNC(=O)COc3ccccc3)n2-c2cccc(Cl)c2)c(C(=O)OCC)c1C	-13	-1.2	-5	-0.2
Cn1c(NCc2cc(Br)ccc2O)nc2ccccc21	1	-0.3	-23	0.0
Nc1cc(Oc2ccc(F)cc2F)cc([N+](=O)[O-])c1	-8	0.9	0	-0.1
COc1cc(C(=O)Nc2ccc3oc(-c4ccc(C)cc4)nc3c2)cc(OC)c1OC	-2	1.7	-1	-0.1
CCN(CC)C(=O)CSc1nc(N)c(C(=O)Nc2ccc(OC)cc2)s1	0	3.0	-14	-0.1
O=C(Cc1cccc2ccccc12)NCC(=O)NNC(=O)c1ccco1	5	0.5	8	0.1
CCOC(=O)c1cnc(-n2[nH]c(C)cc2=O)[nH]c1=O	84*	2.5	3	-0.3
CCc1cc2ccc(C)cc2nc1SCC(N)=O	25	-0.7	-7	1.1
O=C(Nc1cc(Sc2ccc(Cl)cc2)cc([N+](=O)[O-])c1)c1cc(F)c(F)cc1Cl	-6	1.5	0	0.1
O=C(NCC1CCCO1)C1CCN(C2CCN(C(=O)c3ccccc3)CC2)CC1 (centres undefined)	3	1.2	1	0.1
CC(=O)Nc1ccc(C(=O)CSc2nnc(-c3ccc(C)cc3)o2)cc1	-1	-0.4	2	-0.1
O=C(CCC(=O)OCc1ccc([N+](=O)[O-])cc1)Nc1ccccc1Cl	-6	0.0	-8	0.0
COc1ccc(/C=C/C(=O)Nc2cccc(Cl)c2Cl)cc1	-17	0.5	-56	0.1
Cc1c(C(=O)O[C@H]2C[C@@H](c3ccc(F)cc3)N(C)C2=O)cnn1C	10	-0.2	9	0.0
O=c1oc2c(CN3CCCCC3)c(O)ccc2cc1-c1nc2ccccc2s1	3	0.4	10	1.5
S=C(Nc1ccccn1)NC1CC2CCC1C2 (centres undefined)	16	-2.6	1	-0.1
CCN(CC)C(=O)C12CC3CC(CC(Cl)(C3)C1)C2	13	-1.0	8	0.7
CCN(Cc1ccccc1)C(=O)c1sc2nc3n(c(=O)c2c1C)CCCC3	10	1.5	37*	0.6
CCC(=O)Nc1cc(C2CC2)nn1-c1nc(-c2ccccc2)cc(=O)[nH]1	-2	-1.3	15	2.2*
CC(C)NC(=O)COc1cccc2ccccc12	-7	0.1	1	0.0

(further entries)
SMILES	MITF inh	GPR151 activ	TEAD-YAP inh	FBW7 act
Cc1ccc2cccc(NC(=S)NC(=O)c3cccnc3)c2n1	2	3.7	8	-0.1
COc1ccc(-c2csc(Nc3cccc4ccccc34)n2)cc1F	0	2.4	-16	-0.2
CSc1ccc(/C=N/NC(=O)C2CC2)cc1	-5	-0.2	-15	-0.2
CCN1CCN(C(=O)c2ccccc2NC(=O)c2ccc(Cl)cc2)CC1	11	-1.7	10	0.1
O=c1[nH]n(-c2ccc(C(F)(F)F)cc2[N+](=O)[O-])c(=O)c2ccccc12	6	-0.7	2	0.0
Cc1ccc(-c2cncc(-c3cc(N4CCCCC4)nc(C)n3)c2)cc1	-1	2.4	2	0.0
O=C(COc1cccc(Br)c1)N/N=C/C=C/c1ccccc1	-14	-0.8	-6	0.0
O=C(NCc1ccc(F)cc1)c1ccc2c(c1)N(Cc1ccc(F)cc1)C(=O)CS2=O (centres undefined)	16	1.0	12	0.6
COC(CNC(=O)c1ccc2c(c1)N=C(C)c1ccccc1S2)OC	14	0.2	10	0.2
O=C1OC(c2cc(Cl)ccc2Cl)=N/C1=C\c1ccccc1F	19	-0.5	-8	0.4
CC/C(=N\NC(=O)c1ccc(Br)o1)c1ccc(Cl)cc1	-13	-1.1	-35	-0.1
O=C(Nc1cc(Cl)ccc1Cl)c1cc2nc(-c3ccc(Br)cc3)cc(C(F)(F)F)n2n1	-5	-0.4	5	0.0
COc1cc(-c2cnc3[nH]c(=O)n(C4CCCCC4)c3n2)cc(OC)c1OC	11	1.2	-2	0.0
CCc1ccc(OCC(=O)N(Cc2ccc(Cl)cc2)C2CCS(=O)(=O)C2)cc1 (centres undefined)	-11	-0.8	-6	-0.1
COC(=O)c1ccccc1NS(=O)(=O)c1ccc2c(c1)C(C)(C)C(=O)N2C	16	0.0	15	0.9
CC(CCc1ccccc1)NC(=O)CN1CCN(c2ccccc2)CC1 (centres undefined)	0	1.7	3	0.0
Cc1cc(C)n(-c2nnc(C)n2/N=C/c2cc(Cl)ccc2O)n1	-6	1.9	-9	0.0
O=C(NCc1cccc2ccccc12)c1ccccc1F	-1	-0.7	-80	0.0
CCOc1ccc2c(c1)-c1c(ssc1=Nc1ccccc1OC)C(C)(C)N2	1	0.4	3	-0.5
O=C1OC(c2ccc(Cl)c(Cl)c2)=N/C1=C\c1ccc2c(c1)OCO2	-14	-1.6	-4	0.1
COc1ccc(S(=O)(=O)N(CCc2ccccc2)CC(=O)Nc2ccc3c(c2)OCO3)cc1	10	0.6	-9	0.7
CC(C)n1cnc2c(Nc3ccccc3)nc(-c3cccc(N)c3)nc21	6	-1.2	13	0.2
Cc1cc(C)cc(OCC(=O)N(Cc2ccc(N(C)C)cc2)C2CCS(=O)(=O)C2)c1 (centres undefined)	-9	-0.4	15	-0.1
CC(=O)NCc1ccc(C2CCCCC2)cc1	-4	0.1	-3	-0.2
COC(=O)C1=C(C)NC(=O)NC1c1ccccc1OC(C)C (centres undefined)	-4	0.0	1	-0.1
O=C(Nc1nc(-c2ccccc2)cs1)c1sc2cc([N+](=O)[O-])ccc2c1Cl	6	0.1	0	1.8
COc1cccc(Nc2nc(-c3cccc(N4C(=O)c5ccccc5C4=O)c3)cs2)c1	-5	0.3	-29	-0.2
Cc1ccc(NC(=O)/C(C#N)=C/c2ccc(N(C)C)o2)cc1C	1	1.8	-47	0.0
O=C(Nc1ccc(OC(F)(F)F)cc1)c1ccco1	8	-0.5	-37	0.6
C/C=C/C=C(/NC(=O)c1ccccc1)C(=O)Nc1cccc(C)c1	-6	0.5	6	0.2
CCCCn1c(SCC(=O)N(C)C)nnc1-c1ccccc1	10	3.3	0	0.0
Oc1oc(-c2ccccc2)nc1C=Nc1cccc(C(F)(F)F)c1	13	-2.5	7	0.2
Cn1nc(C(F)(F)F)c(C#N)c1Oc1ccccc1	-1	1.2	0	-0.1
CCN(C(C)=O)c1ccc(Oc2nc(OC)cc(OC)n2)cc1	9	0.2	5	0.1
CCOc1ccc(-c2nc(CSCC(=O)NCCCN3CCCC3)c(C)o2)cc1	-4	0.5	-3	-0.1
COc1ccccc1CNC(=O)Cn1cnc2sc(C(=O)Nc3ccccn3)c(C)c2c1=O	-8	-0.1	-3	-0.2
c1ccc2c(c1)nc(N1CCCC1)c1nncn12	10	-1.1	-12	0.4
Cc1ccccc1/C=N/N1C(=O)c2cccc3cc([N+](=O)[O-])cc(c23)C1=O	-12	-0.3	5	-0.1
CC(C)(C)c1ccc(C(=O)N2CCN(S(C)(=O)=O)CC2)cc1	0	2.5	0	0.2
COc1ccc2nc(SCc3cccc(I)c3)[nH]c2c1	7	0.1	-16	0.0
Cc1c(C2=N/C(=C/c3ccc(C(C)C)cc3)C(=O)O2)cccc1[N+](=O)[O-]	-7	-0.3	-5	-0.1
CCN1C(=O)c2cccc3c(S(=O)(=O)NCCCn4ccnc4)ccc1c23	11	0.0	-5	-0.1
